Screening results from PubChem.
TEAD-YAP block: TEAD-YAP interaction inhibition. HEK-TIYL cells, TEAD-Gal4/YAP UAS-luciferase luminescence. inhibition, % at 9.12 µM. actives 1.4% (n = 640,000); in the data active means inhibition above about 32%;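 further: 0% = median of test compound wells and 100% = reference inhibitor wells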
GPR151 ag: activators of human GPR151; Q8TDV0; PathHunter beta-arrestin GPR151 cells, luminescence; activation, % at 11.2 µM; actives 1% (n = 650,000); in the data active means activation above about 4.9%;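 further: 0% = median of compound wells and 100% = cells with positive control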
FBW7 act: human FBW7 E3 ligase activation, primary screen | Q969H0 | normalized activity (activation), % at 26.1 µM | actives 0.13% (n = 650,000) | AlphaScreen FBW7–phospho-cyclin E peptide binding, activator screen | AID 1259310; in the data active means normalized activity above about 1.9%;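 further: purified mutant Fbw7 with reduced substrate affinity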
Target sequence (Q969H0 whole entry, looked up): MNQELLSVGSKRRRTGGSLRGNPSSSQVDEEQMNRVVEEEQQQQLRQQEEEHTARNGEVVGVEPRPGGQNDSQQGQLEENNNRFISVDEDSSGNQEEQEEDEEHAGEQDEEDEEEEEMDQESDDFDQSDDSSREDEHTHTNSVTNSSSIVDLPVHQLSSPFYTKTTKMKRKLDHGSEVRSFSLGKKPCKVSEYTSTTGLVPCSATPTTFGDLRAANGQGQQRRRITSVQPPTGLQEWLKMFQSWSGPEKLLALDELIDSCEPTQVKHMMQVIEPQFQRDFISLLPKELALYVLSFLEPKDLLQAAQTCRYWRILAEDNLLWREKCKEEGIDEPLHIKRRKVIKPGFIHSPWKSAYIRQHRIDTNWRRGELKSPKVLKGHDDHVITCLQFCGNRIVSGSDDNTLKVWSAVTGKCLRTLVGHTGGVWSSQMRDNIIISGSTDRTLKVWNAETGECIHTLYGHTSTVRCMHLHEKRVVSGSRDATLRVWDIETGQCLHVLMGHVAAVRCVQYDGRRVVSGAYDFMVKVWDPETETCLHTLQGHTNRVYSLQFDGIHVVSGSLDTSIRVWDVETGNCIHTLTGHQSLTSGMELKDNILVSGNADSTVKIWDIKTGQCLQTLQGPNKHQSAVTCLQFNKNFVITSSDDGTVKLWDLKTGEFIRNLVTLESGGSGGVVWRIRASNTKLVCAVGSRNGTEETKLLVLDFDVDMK
MITF inh: inhibitors of human MITF; O75030; actives 0.91% (n = 650,000); inhibition, % at 2.6 µM; AlphaScreen MITF homodimerization, bead proximity signal; in the data active means inhibition above about 50%;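 further: 0% = vehicle wells with protein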
Starred values were filed as active, the others as inactive.

mol,TEAD-YAP block,GPR151 ag,FBW7 act,MITF inh
COc1ccc(CCNS(=O)(=O)c2ccc(F)c(C(=O)Nc3cccc(F)c3)c2)cc1OC,8,-1.1,0.4,12
O=C(Nc1cc(Cl)ccc1O)c1cnn2c1NC(c1ccc(Br)cc1)CC2C(F)(F)F (stereo not drawn),-4,0.7,0.7,-15
Cn1ccnc1C(=O)c1ccc(Cl)c(S(=O)(=O)N2CCCCCC2)c1,2,-1.3,-0.2,7
O=C(NCCO)c1cc(NC2CCN(Cc3ccccc3)CC2)nc2ccccc12,-7,1.9,0.2,26
CS(=O)(=O)N1CCc2nc(-c3ccncc3)nc(N3CCOCC3)c2C1,-2,0.0,0.5,8
Cc1ccccc1N(CC(=O)NCCC(C)C)C(=O)CCC(=O)Nc1nccs1,4,0.0,0.3,3
O=C(Nc1ccccc1)OCc1ccccc1I,-55,0.4,0.1,-9
O=C(N/N=C/c1ccccc1[N+](=O)[O-])NC12CC3CC(CC(C3)C1)C2,-10,3.9,-0.1,4
CCOC(=O)c1c(C)[nH]c(C(=O)COC(=O)C2COc3ccccc3O2)c1C (stereo not drawn),-4,3.5,0.1,-21
C/C(=N\NC(=O)C1=NNC(c2ccccc2)(c2ccccc2)C1)c1cccc([N+](=O)[O-])c1,-1,-1.0,-0.1,3
O=C(Oc1cccnc1)c1cc(S(=O)(=O)N2CCOCC2)ccc1Cl,2,-1.0,0.4,7
CCOc1ccc(NC(C)=O)cc1NC(=O)c1cncc(Br)c1,-1,0.7,-0.1,5
CCOC(=O)Cc1csc(SCc2cc(=O)oc3cc(O)ccc23)n1,5,-1.1,0.3,0
CCCCCCCOC(=O)C1=C(C)Nc2nnnn2C1c1ccc(O)cc1 (stereo not drawn),-3,-0.5,0.5,-5
N#C/C(=C/c1cc([N+](=O)[O-])ccc1Cl)C(N)=O,-4,0.0,0.0,-3
CN1CCn2c1nc(N1CCCCC1)nc2=O,15,2.4,0.3,23
CCc1c(C(=O)NCc2ccc(Cl)cc2)[nH]c(C)c1C(C)=O,-5,0.9,0.0,-2
CCCCNCCOCCOc1cccc(OC)c1,7,3.3,-0.1,3
Fc1cnc(Nc2ccc(Cl)cc2)nc1Nc1ccc(Cl)cc1,1,-1.8,1.6,29
CCOC(=O)N1CCC(N2CCCC(CCC(=O)NCc3cccc(OC)c3)C2)CC1 (stereo not drawn),12,-0.2,0.0,12
O=[N+]([O-])c1cccc(N/C(=N/S(=O)(=O)c2ccccc2)c2ccccc2)c1,-1,0.8,-0.1,-5
Cc1ccc(NC(=O)CSc2nc3nc(C)c(Cc4cccc(Cl)c4)c(C)n3n2)cc1C,16,0.7,0.1,6
COc1cccc2c1OC(c1ccc(F)c(F)c1)N1N=C(c3cccs3)CC21 (stereo not drawn),-66,0.2,0.1,1
COc1ccc(C2Nn3c(C)nnc3SC2C(=O)N2CCCCC2)cc1 (stereo not drawn),4,0.4,0.0,3
C=CCOc1ccccc1C1C(C(=O)OCC)=C(c2ccccc2)Nc2ncnn21 (stereo not drawn),-8,-0.2,0.1,17
CC(=O)c1ccc(NC(=O)COn2nnc3ccc([N+](=O)[O-])cc32)cc1,23,1.1,-0.3,26
Cc1ccc(C(=O)N/C(=C\c2cn(-c3ccccc3)nc2-c2cccs2)C(=O)NC2CCS(=O)(=O)C2)cc1 (stereo not drawn),22,1.0,-0.1,0
COc1cc2c(cc1OC)C(COc1ccccc1OC)N(C(=O)c1ccc(C)c([N+](=O)[O-])c1)CC2 (stereo not drawn),-4,-1.6,-0.1,4
CC(NCc1cccs1)C12CC3CC(CC(C3)C1)C2 (stereo not drawn),-10,0.8,-0.1,-8
CC1CN(CC(=O)NCC2(N3CCOCC3)CCCC2)Cc2cc(Cl)ccc2O1 (stereo not drawn),-4,1.9,-0.1,-2
CCCC(=O)Nc1nnc(-c2ccncc2)s1,5,0.3,-0.2,4
COc1cc(N2CCN(c3ccc4c(c3)OCO4)CC2)ncn1,-11,-0.4,0.9,10
CC1=C(C(=O)OC2CCCC2)C(c2cccc(O)c2)C2=C(CC(c3ccc(Cl)cc3)CC2=O)N1 (stereo not drawn),13,1.7,-0.2,3
O=C(CN1CCN(c2nc3ccc([N+](=O)[O-])cc3s2)CC1)c1ccc(Br)cc1,-3,1.6,0.1,-3
Cc1ccc(C(=O)N(CCO)Cc2cc3cc4c(cc3[nH]c2=O)OCO4)cc1,-9,1.5,1.0,11
O=C(Nc1ccccc1C(=O)N/N=C/c1ccccc1)c1ccco1,1,-1.1,0.2,17
CCC(C)NC(=O)CSc1nc2n[nH]c(C)c2c(=N)n1-c1ccccc1C (stereo not drawn),0,0.2,0.5,10
O=C(CN(CCc1ccccc1)S(=O)(=O)c1ccccc1)N1CCN(c2ccccc2)CC1,7,0.0,-0.2,1
O=C(NCCOc1ccccc1)c1csc(N2CCC(N3CCOCC3)CC2)n1,-9,3.6,0.2,8
CCOC(=O)C1CCN(C(=O)c2ccc(N3CC4CC(C3)c3cccc(=O)n3C4)c(NC(=O)c3ccncc3)c2)CC1 (stereo not drawn),-19,-1.8,0.3,13

Three entries from above, ordered by length of the SMILES, low to high:
mol,TEAD-YAP block,GPR151 ag,FBW7 act,MITF inh
O=C(Nc1ccccc1C(=O)N/N=C/c1ccccc1)c1ccco1,1,-1.1,0.2,17
Cc1ccc(C(=O)N(CCO)Cc2cc3cc4c(cc3[nH]c2=O)OCO4)cc1,-9,1.5,1.0,11
O=C(CN(CCc1ccccc1)S(=O)(=O)c1ccccc1)N1CCN(c2ccccc2)CC1,7,0.0,-0.2,1

The main list resumes, starting six compounds before the break.
mol,TEAD-YAP block,GPR151 ag,FBW7 act,MITF inh
Cc1ccc(C(=O)N(CCO)Cc2cc3cc4c(cc3[nH]c2=O)OCO4)cc1,-9,1.5,1.0,11
O=C(Nc1ccccc1C(=O)N/N=C/c1ccccc1)c1ccco1,1,-1.1,0.2,17
CCC(C)NC(=O)CSc1nc2n[nH]c(C)c2c(=N)n1-c1ccccc1C (stereo not drawn),0,0.2,0.5,10
O=C(CN(CCc1ccccc1)S(=O)(=O)c1ccccc1)N1CCN(c2ccccc2)CC1,7,0.0,-0.2,1
O=C(NCCOc1ccccc1)c1csc(N2CCC(N3CCOCC3)CC2)n1,-9,3.6,0.2,8
CCOC(=O)C1CCN(C(=O)c2ccc(N3CC4CC(C3)c3cccc(=O)n3C4)c(NC(=O)c3ccncc3)c2)CC1 (stereo not drawn),-19,-1.8,0.3,13
CCc1ccccc1Nc1ccc(C(=O)O)cc1[N+](=O)[O-],17,0.8,0.1,19
COc1cc(NC(=O)c2ccc(C(C)(C)C)cc2)c(C(=O)O)cc1OC,-4,0.6,0.0,-4
O=C1c2ccc(Oc3ccc4c(c3)C(=O)N(c3c[nH]c(=O)[nH]c3=O)C4=O)cc2C(=O)N1c1c[nH]c(=O)[nH]c1=O,9,1.4,-1.1,10
Cc1cccc(N2CCN(C(=O)c3ccoc3C)CC2)c1C,0,-0.8,0.0,13
Cc1cccc(NC(=O)CCC2CCN(C(=O)C3=CCCC3)CC2)c1,-1,-0.5,0.7,16
CNc1nnc(SCc2ccc(Cl)cc2Cl)n1C,2,-0.2,0.1,12
O=S(=O)(c1ccc(F)cc1)N1CCN(CC(O)COc2ccccc2F)CC1 (stereo not drawn),2,0.5,-0.2,34
O=[N+]([O-])c1cc(Sc2ccc(Cl)cc2)c2c(C3OCCS3)nn(-c3ccccc3)c2c1 (stereo not drawn),-6,0.0,0.0,15
O=C(O)CC(CC(=O)O)c1ccccc1[N+](=O)[O-],-1,-0.4,-0.1,-9
Cc1c(NC(=O)CSc2nnc3c4cc(Br)ccc4n(C)c3n2)c(=O)n(-c2ccccc2)n1C,-4,-0.9,0.0,-2
Cc1ccc(C(=O)Sc2nc(C)cc(C)n2)cc1,-2,-0.5,-0.1,-12
Cc1cc(C)c(C(=O)O)c(=O)[nH]1,1,1.7,0.4,12
O=C(NCC12CC3CC(CC(C3)C1)C2)c1cnn2cc(Br)cnc12,11,-0.3,0.4,14
c1ccc(CCCc2nc(-c3cccnc3)no2)cc1,-15,-0.2,-0.1,-8
COc1ccc(S(=O)(=O)N(CC(=O)NC2CCCC2)C2CCCCC2)cc1Cl,8,3.9,0.1,0
O=C(CSc1ncccc1-c1nc2ccccc2[nH]1)Nc1ccc2c(c1)OCCO2,8,-0.8,-0.1,8
Cc1cccc(C2Nc3cccc4cccc(c34)N2)c1,2,0.4,0.0,14
CC1(C)SC(c2ccccc2)NC1C(=O)O (stereo not drawn),1,0.8,-0.1,3
COc1ccc(NC(=O)CSc2nc(O)cc(=O)n2-c2ccccc2)cc1,4,-1.2,0.2,16
O=C(NC(=O)C(F)(F)F)Nc1ccn(-c2ccccc2)n1,-12,-0.3,0.1,4
COc1cc(/C=C/C(=O)OCC(=O)N2C(C)CCCC2C)ccc1O (stereo not drawn),-7,1.4,0.1,-7
CCc1ccc(C2C(C#N)=C(N)N(c3cccc(Cl)c3C)C3=C2C(=O)CCC3)s1 (stereo not drawn),-15,-0.1,0.1,-1
CC(C)(C)n1nc2c(c1NC(=O)Cc1ccccc1)CS(=O)(=O)C2,3,1.0,-0.1,4
CCOC(=O)C1(CC2CCCCO2)CCN(C(=O)C#Cc2ccccc2)CC1 (stereo not drawn),0,-0.4,0.0,-13
COc1ccccc1/C=C1\SC(=S)N(C)C1=O,-6,1.3,-0.1,0
CC(=O)c1ccc(N2C(=O)/C(=C/c3ccccn3)SC2=S)cc1,-7,3.6,-0.4,6
Cc1cc(=O)n2nc(N(C)CC(=O)NCc3ccc4c(c3)OCO4)sc2n1,-4,-0.2,0.3,-9
COc1ccccc1CCNC(=O)Cc1csc(SCc2ccc(Cl)cc2)n1,3,-0.1,0.0,0
O=c1cnnc(SCc2ccc(C(F)(F)F)cc2)[nH]1,2,4.4,-0.1,-1
COc1ccc(-c2nnc(NC(=O)c3ccco3)o2)cc1,3,0.5,0.0,9
CS(=O)(=O)NC(c1ccccc1)c1ccccc1,7,2.8,0.1,8
Cn1c(=O)c2c(nc(N3CCCCC3)n2Cc2cccc3ccccc23)n(C)c1=O,-9,1.4,-0.1,9
Cc1ccc(NC(=O)C2CC(O)CN2C(=O)OCc2ccccc2)c(C)c1 (stereo not drawn),14,1.1,0.0,8
CCCNC(=O)CSc1nnc2c3ccccc3nc(C(C)C)n12,3,-0.3,-0.1,7
CCc1ccc(-n2c(C)cc(/C=N/O)c2C)cc1,-14,0.6,-0.1,12
Cc1ccc(-c2nnc(N3CCCCC3)c3ccccc23)cc1,-11,0.5,0.1,15
CCOC(=O)c1c(NC(=O)C(c2ccccc2)c2ccccc2)sc2c1CCC(C#N)(c1ccccc1)C2 (stereo not drawn),-4,0.2,-0.1,-1
COc1ccccc1NC(=O)c1cnn2c(C(F)(F)F)cc(-c3ccc(Br)cc3)nc12,-1,-0.5,0.0,3
CC1(C)CC(=O)C2=C(C1)NC(SCc1ccccc1)=C(C#N)C2c1ccc(Cl)cc1 (stereo not drawn),5,-0.8,0.0,0
Cc1cccc(CC(=O)Nc2cnn(-c3cccc(C(=O)Nc4ccccc4)c3)c2)c1,14,0.8,0.2,10
CC1=Nc2ccccc2NC(=O)C1Sc1nnc(C)s1 (stereo not drawn),3,2.2,-0.2,-1
CCOc1ccc(C(C)NC(=O)c2ccc(Br)s2)cc1 (stereo not drawn),7,-0.8,0.1,-2
CCCN(CC(=O)Nc1cc(C)on1)S(=O)(=O)c1cccc(C(F)(F)F)c1,3,-0.6,-0.2,1
CC(NC(=O)C(=O)NCc1ccncc1)c1ccccc1 (stereo not drawn),-5,0.3,0.1,-7
Cc1ccccc1CN1C(=O)C(C)Oc2ccc([N+](=O)[O-])cc21 (stereo not drawn),3,-1.1,0.5,1
COc1ccccc1NC(=O)c1c(NC(=O)c2cccs2)sc2c1CCC2,5,-0.3,0.3,14
CC(C)Oc1ccc(NC(=O)COc2cccc(Cl)c2)cc1,-12,0.8,-0.1,5
Cc1ccc(CN(Cc2ccccn2)C(=S)Nc2cccc(C)c2)cc1,2,3.0,0.5,18
Cc1cc2nc(N3CCCN(CC(C)C)CC3)nc(C)c2cc1C,-4,3.5,0.0,0
O=C(COC(=O)C1CC2CCC(C1)C21SCCS1)Nc1ccc(F)cc1 (stereo not drawn),1,0.1,0.1,-9
O=C(NCCc1c[nH]c2ccc(OCc3ccccc3)cc12)C1CC1,6,-0.7,0.1,19
CCc1ccc(C2=NN(CCC(=O)NCC3CCCO3)C(=O)CC2)cc1 (stereo not drawn),-7,-0.1,0.0,-1
CCCCNC(=O)N1CCCC(CNC(=O)c2cccc(C(F)(F)F)c2)C1 (stereo not drawn),-3,1.0,-0.1,-3
COC(=O)c1ccc(COC(=O)c2ccc(OCc3c(C)noc3C)cc2)cc1,-25,2.2,-0.2,-4
CCOC(=O)C1=C(C)NC2=C(C(=O)CC(C)(C)C2)C1c1ccc(CC)s1 (stereo not drawn),17,-1.4,0.0,15
NS(=O)(=O)c1ccc(NC(=O)c2ccc(OCc3ccccc3)cc2)cc1,5,1.0,0.2,14
COc1ccc(NC(=O)NNC(=O)C2(C)CC2(Cl)Cl)cc1OC (stereo not drawn),5,3.1,-0.2,-12

Not a hit list. Share with any hit: about 3.4%.
